# Compound activity as filed in PubChem.
# SENP8 block-1: SENP8 (human) protease inhibition; Q96LD8; recombinant SENP8, Nedd8 substrate fluorescence; inhibition, % at 20 µM; 360,000 tested, 0.64% active; AID 602440; in the data active = inhibition mostly above about 40%, no sharp cut-off; inactive = mostly below about 27%
# PfGluPho inh: PfG6PD (Plasmodium falciparum) enzyme inhibition. PfGluPho enzyme, NADPH resazurin-diaphorase fluorescence. AID 504690. inhibition, % at 20 µM. 350,000 tested, 0.78% active;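 active = inhibition reaching at least a set limit at 20 µM in the primary screen, cut at about 59% in these data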;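 note: 0% = DMSO wells with substrate and 100% = DMSO wells lacking glucose-6-phosphate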
# SENP7 block: inhibitors of human SENP7 protease; Q9BQF6; recombinant SENP7, Z-RLRGG-aminoluciferin luminescence, 40 min; inhibition, % at 5 µM; 330,000 tested, 1.5% active; AID 434973;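 active = inhibition above about 50% at the single test dose, limit read from the data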;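 note: plate controls were DMSO with enzyme for no effect and no enzyme buffer wells for full effect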
# Target sequence (Q9BQF6 706-1050 limits assumed): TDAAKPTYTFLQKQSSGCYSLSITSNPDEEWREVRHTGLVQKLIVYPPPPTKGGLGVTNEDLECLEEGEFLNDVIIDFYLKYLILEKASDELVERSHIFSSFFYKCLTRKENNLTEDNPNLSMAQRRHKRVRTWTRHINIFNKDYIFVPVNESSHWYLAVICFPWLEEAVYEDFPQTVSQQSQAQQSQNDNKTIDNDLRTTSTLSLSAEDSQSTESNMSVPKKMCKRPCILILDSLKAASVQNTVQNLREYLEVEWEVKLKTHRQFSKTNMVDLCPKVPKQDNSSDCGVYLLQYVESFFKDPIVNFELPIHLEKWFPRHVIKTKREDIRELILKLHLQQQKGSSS
# SENP6 inh: blocks the human protease SENP6; Q9GZR1; Recombinant SENP6 catalytic domain, aminoluciferin luminescence; inhibition, % at 10 µM; 330,000 tested, 1.8% active; AID 2599;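 active = inhibition above about 50% at the single tested dose, limit read from the data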;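 note: plate controls were DMSO wells with enzyme for no effect and DMSO wells lacking enzyme for full effect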
# Target sequence (Q9GZR1 628-1112 limits assumed): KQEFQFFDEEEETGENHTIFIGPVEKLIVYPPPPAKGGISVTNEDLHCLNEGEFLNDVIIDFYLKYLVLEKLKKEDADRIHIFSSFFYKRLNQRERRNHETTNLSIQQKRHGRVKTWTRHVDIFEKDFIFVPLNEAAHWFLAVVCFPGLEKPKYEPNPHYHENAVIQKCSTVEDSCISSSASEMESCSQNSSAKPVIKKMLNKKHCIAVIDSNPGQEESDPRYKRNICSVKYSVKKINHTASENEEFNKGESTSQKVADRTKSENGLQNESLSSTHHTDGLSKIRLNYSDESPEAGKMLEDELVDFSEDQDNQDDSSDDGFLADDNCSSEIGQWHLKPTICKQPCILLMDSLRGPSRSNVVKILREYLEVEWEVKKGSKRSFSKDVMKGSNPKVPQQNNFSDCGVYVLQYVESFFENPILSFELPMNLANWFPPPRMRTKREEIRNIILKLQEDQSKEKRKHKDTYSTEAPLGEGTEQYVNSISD
# Apaf1 inhib: inhibitors of human Apaf-1 apoptosome; O14727; reconstituted apoptosome caspase-3 activity, DEVD-Rh110 fluorescence; inhibition, % at 20 µM; 330,000 tested, 0.71% active; AID 489030; active = inhibition of at least 40% at 20 µM;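 note: plate controls were DMSO wells for no effect and DEVD-CHO caspase inhibitor wells for full effect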
#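 Assay system: Apoptosome proteins | Medium: pH 7.5 Hepes buffer with CHAPS, BSA, DTT | Also added: Cytochrome c and DEVD-Rh110 substrate | Times: 30 min plus 50 min, RT | Detection: Rhodamine 110 fluorescence at Ex 480/Em 540 nm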
# SENP1 FRET inh: blocks the human SENP1 SUMO protease catalytic domain; Q9P0U3; recombinant SENP1 catalytic domain, CyPet-SUMO1-YPet FRET cleavage; inhibition, % at 10 µM; 360,000 tested, 0.21% active; AID 624204;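 active = inhibition at least 30% at 10 µM, raw YFP signal under a set limit, fluorescence ratio 0.5 to 1.5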;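 note: 0% = enzyme with DMSO and 100% = no enzyme wells; some results filed as inactive read as strong as hits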
# Target sequence (Q9P0U3 419-644 limits assumed): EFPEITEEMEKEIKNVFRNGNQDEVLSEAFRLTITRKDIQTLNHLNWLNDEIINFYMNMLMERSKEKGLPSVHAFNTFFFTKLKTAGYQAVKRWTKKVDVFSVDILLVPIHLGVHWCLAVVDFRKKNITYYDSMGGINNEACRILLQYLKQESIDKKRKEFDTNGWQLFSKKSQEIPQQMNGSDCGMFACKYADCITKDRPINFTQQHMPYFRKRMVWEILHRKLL
#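 Test system: recombinant human SENP1 catalytic domain, His6-tagged / Medium: pH 8 Tris buffer with EDTA, NaCl, BME, BSA, NP40, catalase / Also added: SUMO1 FRET substrate flanked by Cypet and Ypet, 25 nM / Times: 50 min reaction at room temperature / Signal: FRET, CFP and YFP emission / Control set: no-enzyme low control and enzyme-plus-DMSO high control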
# SENP8 block-2: inhibitors of human SENP8 protease; Q96LD8; purified SENP8, Z-RLRGG-aminoluciferin cleavage, luminescence; inhibition, % at 10 µM; 330,000 tested, 1.2% active; AID 2540; in the data active = inhibition above about 50%
# HKDC1 inh: HKDC1 (human) hexokinase inhibition | inhibition, % at 20 µM | 340,000 tested, 0.16% active | AID 493160 | Q2TB90 | recombinant HKDC1, G6PDH/diaphorase resazurin coupled fluorescence;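 active = inhibition above about 35% when tested at 20 µM, limit read from the data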;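 note: plate controls were DMSO wells with enzyme for no effect and DMSO wells lacking enzyme for full effect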
#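 Assay system – recombinant HKDC1 (HK5) hexokinase enzyme, produced in-house · Input – HKDC1 at 5 µg/mL · Reagent – glucose plus 1 mM ATP as hexokinase substrates · Timing – 90 min reaction incubation at room temperature, dark · Measured by – G6PDH/diaphorase-coupled fluorescence, 1 mM NADP, 100 µM resazurin, 525/613 nm · Benchmarks – DMSO-enzyme wells negative, buffer-substituted wells positive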
# * hit, by the source's call; · = not tested or not shown.
no.	canonical_smiles	SENP8 block-1	Apaf1 inhib	SENP6 inh	SENP1 FRET inh
1	COc1cc(-c2nnc(SCC(=O)/C(C#N)=C(\C)N)o2)cc(OC)c1OC	14	-13	3	-1
2	Cc1ccc(CNC(=O)C2CC(=O)N(c3ccc(OCC(=O)N4CCCC4)cc3)C2)cc1 (stereo unspecified)	6	11	-8	1
3	Cc1ccc(C2C=C(c3ccccc3)Nc3ncnn32)cc1 (stereo unspecified)	-472	10	-12	-22
4	CC1CCN(C(=O)c2ccc(NC(=O)c3ccccc3)cc2)CC1	3	-6	-5	0
5	CC(=O)Nc1ccc(NC(=O)C(C)OC(=O)C2CCCC2)cc1 (stereo unspecified)	9	7	-26	0
6	Cc1cnc(Nc2nc3ccccc3o2)nc1C(=O)Nc1cccc(C(F)(F)F)c1	2	4	10	2
7	CC(C)N(C(=O)[C@H]1C[C@H](CC(=O)NC(C)(C)C)C(=O)N2CCc3c([nH]c4ccc(Cl)cc34)[C@]12C)C(C)C	19	29	·	0
8	Cc1cc(NC(=O)Cn2ccc([N+](=O)[O-])n2)no1	11	-4	-1	1
9	CCCc1cc(=O)oc2cc(C)cc(OC(C)C(=O)NCC3CCC(C(=O)O)CC3)c12 (stereo unspecified)	-193	6	-2	3
10	Cc1nn(C)c(C)c1CN(C)C(=O)C1c2ccccc2Oc2ccccc21	-7	6	-9	-7
11	O=C(c1cc(Cl)nc2ccccc12)N(Cc1nnc(-c2ccccc2Cl)o1)C1CC1	-4	9	1	-2
12	O=C(NC1CCCCCCC1)C1CCCN(S(=O)(=O)c2cnc[nH]2)C1 (stereo unspecified)	7	-10	1	0
13	CCOC(=O)c1ccccc1NS(=O)(=O)c1ccccc1F	-10	10	-6	0
14	Cc1ccc(NC(=O)C(Cc2ccccc2)NC(=O)c2ccco2)cc1 (stereo unspecified)	13	-20	3	2
15	Cc1cc(C(=O)N2CC(C)CC(C)C2)c(C)o1 (stereo unspecified)	3	-11	-9	2

no.	SENP7 block	SENP8 block-2	PfGluPho inh	HKDC1 inh
1	-1	-1	-17	-2
2	-3	-3	8	7
3	-1	-16	-5	-3
4	1	1	-12	-1
5	-12	-4	2	-5
6	4	-3	-26	1
7	3	·	21	13
8	2	-4	4	-6
9	-5	-7	-7	2
10	-1	-2	3	-4
11	-5	-5	5	8
12	2	5	-9	6
13	-8	-4	40	6
14	4	-4	23	-13
15	-1	3	3	-1

# Reformatted: entries from further up
# Results follow in this order: SENP8 block-1 | Apaf1 inhib | SENP6 inh | SENP1 FRET inh | SENP7 block | SENP8 block-2 | PfGluPho inh | HKDC1 inh
2	Cc1ccc(CNC(=O)C2CC(=O)N(c3ccc(OCC(=O)N4CCCC4)cc3)C2)cc1 (stereo unspecified)
  6 | 11 | -8 | 1 | -3 | -3 | 8 | 7
3	Cc1ccc(C2C=C(c3ccccc3)Nc3ncnn32)cc1 (stereo unspecified)
  -472 | 10 | -12 | -22 | -1 | -16 | -5 | -3
4	CC1CCN(C(=O)c2ccc(NC(=O)c3ccccc3)cc2)CC1
  3 | -6 | -5 | 0 | 1 | 1 | -12 | -1
5	CC(=O)Nc1ccc(NC(=O)C(C)OC(=O)C2CCCC2)cc1 (stereo unspecified)
  9 | 7 | -26 | 0 | -12 | -4 | 2 | -5
6	Cc1cnc(Nc2nc3ccccc3o2)nc1C(=O)Nc1cccc(C(F)(F)F)c1
  2 | 4 | 10 | 2 | 4 | -3 | -26 | 1
7	CC(C)N(C(=O)[C@H]1C[C@H](CC(=O)NC(C)(C)C)C(=O)N2CCc3c([nH]c4ccc(Cl)cc34)[C@]12C)C(C)C
  19 | 29 | · | 0 | 3 | · | 21 | 13
8	Cc1cc(NC(=O)Cn2ccc([N+](=O)[O-])n2)no1
  11 | -4 | -1 | 1 | 2 | -4 | 4 | -6
9	CCCc1cc(=O)oc2cc(C)cc(OC(C)C(=O)NCC3CCC(C(=O)O)CC3)c12 (stereo unspecified)
  -193 | 6 | -2 | 3 | -5 | -7 | -7 | 2
10	Cc1nn(C)c(C)c1CN(C)C(=O)C1c2ccccc2Oc2ccccc21
  -7 | 6 | -9 | -7 | -1 | -2 | 3 | -4
11	O=C(c1cc(Cl)nc2ccccc12)N(Cc1nnc(-c2ccccc2Cl)o1)C1CC1
  -4 | 9 | 1 | -2 | -5 | -5 | 5 | 8

# The list goes on:
no.	canonical_smiles	SENP8 block-1	Apaf1 inhib	SENP6 inh	SENP1 FRET inh
16	Cc1ccc(C(=O)NCCN2CCOCC2)cc1Cl	1	-7	0	-2
17	Cc1ccc2nc(NC(=O)C3CCN(S(=O)(=O)c4cccs4)CC3)sc2c1	4	10	-6	1
18	COc1ccc(CCNC(=O)CCN2C(=O)C(C)Oc3ccc(C)cc32)cc1OC (stereo unspecified)	-2	7	-3	1
19	O=C(NCCc1cn[nH]c1)C1CCC(=O)N(CCc2cccc(F)c2)C1 (stereo unspecified)	29	-6	12	2
20	S=C(NCC1COc2ccccc2O1)Nc1ccccc1 (stereo unspecified)	14	-11	-21	3
21	Nc1cc(=O)[nH]c(SCC(=O)Nc2ccc([N+](=O)[O-])cc2)n1	10	-2	-9	1
22	COCCNc1oc(Cc2cccc3ccccc23)nc1C#N	-4	11	-5	-12
23	CCOC(=O)C1CCN(CCC(=O)Nc2ccc(Br)cc2)CC1	7	-6	6	-1
24	COCc1cc(C)n(CC(=O)Nc2c(C)cccc2C)c(=O)c1C#N	-350	-14	-3	2
25	CN(C)C(=O)C1Cc2ccccc2CN1S(=O)(=O)c1cccs1 (stereo unspecified)	6	-1	-1	4
26	Cc1cccc(C)c1NC(=O)CNC(=O)CNC(=O)Cc1cccc2ccccc12	-1	-1	-2	2
27	O=C(NCc1ccccc1)c1nc[nH]c1C(=O)N1CCN(c2ccccc2)CC1	1	3	9	0
28	Cc1cc(C(=O)COC(=O)c2ccc(NC(=O)CC#N)cc2)c(C)n1CCc1ccc(F)cc1	-22	0	-5	-33
29	O=c1/c(=C/c2ccc(O)cc2)sc2n1CCCN=2	15	0	86*	-41
30	O=C(NCC1CCCO1)c1ccc2c(c1)N(Cc1ccc(F)cc1Cl)C(=O)CS2 (stereo unspecified)	1	-10	8	0

no.	SENP7 block	SENP8 block-2	PfGluPho inh	HKDC1 inh
16	-6	0	3	-21
17	-9	-14	10	-12
18	5	-5	-14	-3
19	15	-9	-12	-8
20	3	5	-7	-2
21	6	-3	-2	-6
22	11	-4	1	1
23	-4	-7	3	-2
24	0	8	-8	-1
25	6	-6	2	-7
26	7	4	1	-2
27	2	2	4	5
28	2	-1	1	5
29	64*	80*	-3	-2
30	-2	3	36	25

# Later entries
no.	canonical_smiles	SENP8 block-1	Apaf1 inhib	SENP6 inh	SENP1 FRET inh
31	COCCNC(=O)c1cccc(OC2CCN(Cc3cccc(C(C)=O)c3)CC2)c1	12	-10	0	0
32	CCCCn1c(O)c(N=Nc2ccccc2O)c2ccccc21	-10	9	6	26
33	Cc1ccc([C@H]2C(C(=O)O)=CC[C@@H](c3ccc(Cl)cc3)N2S(=O)(=O)c2ccccc2C)cc1	-2	10	-11	-2
34	COc1ccc(CN2CSC(=S)N(Cc3ccc(OC)cc3)C2)cc1	12	6	-8	0
35	CCCCc1cc2c(c(NC(=O)CC)n1)c(=O)oc1ccccc12	-256	·	·	-1
36	O=C1CC2C(=O)NCCN2C(=NC(=O)c2ccc(Cl)cc2)N1 (stereo unspecified)	14	-2	10	-1
37	O=C(CSc1n[nH]c(-c2ccccc2)n1)N1CCOCC1	2	2	-14	1
38	O=c1[nH]ncn1-c1ccc(Br)cc1	19	-1	-6	2
39	COc1ccc(C2NC(=O)NC(c3ccccc3)=C2c2nc3ccccc3s2)cc1 (stereo unspecified)	-83	-6	-8	3
40	Cc1ccccc1OCC(=O)N/N=C/c1ccc([N+](=O)[O-])o1	31	2	-1	-6
41	CCN(c1ccccc1)S(=O)(=O)c1ccc(Cl)c(NC(=O)COC(=O)C2CC2C)c1 (stereo unspecified)	13	15	-6	1
42	Cc1ccc(C(=O)NCCNC(=O)c2ccccn2)cc1	4	-2	-4	0
43	Cc1ccc(C(=O)N2CCc3ccccc32)cc1C	16	·	·	-1
44	COc1ccccc1NC(=O)N1CCC(c2nnc(SCC(N)=O)n2C)CC1	3	-7	-22	2
45	Cc1[nH]n(-c2ccccc2)c(=O)c1C(c1ccccc1[N+](=O)[O-])C(C#N)C#N (stereo unspecified)	-12	10	9	-3

no.	SENP7 block	SENP8 block-2	PfGluPho inh	HKDC1 inh
31	3	9	-2	1
32	6	-3	0	3
33	8	2	-37	9
34	-5	-6	11	-2
35	·	·	-16	0
36	3	7	4	-3
37	6	-1	4	-3
38	3	0	12	-6
39	10	-8	2	0
40	-1	4	-4	2
41	-9	-6	16	20
42	0	-5	3	-7
43	·	·	-6	-6
44	1	0	5	0
45	9	-2	-3	5

# (list continues)
no.	canonical_smiles	SENP8 block-1	Apaf1 inhib	SENP6 inh	SENP1 FRET inh
46	Cc1ccc(NC(=O)CN(C)S(=O)(=O)c2ccc3c(c2)n(C)c(=O)c(=O)n3C)c(C)c1	-26	-3	5	-2
47	Cc1ccc(NC(=O)COC(=O)Cn2c(C)csc2=O)cc1C	4	-5	-9	2
48	CC(C)C(c1nnnn1Cc1ccc(F)cc1)N1CCN(c2ccc(O)cc2)CC1 (stereo unspecified)	2	7	6	0
49	O=C(NNC(=S)NCc1ccco1)c1cccs1	-12	0	3	2
50	Cc1cc(C(=O)Nc2nncs2)oc1C	-19	-7	7	0
51	CC(C)=CCCC1=CCC2C(=O)NNC(=O)C2C1 (stereo unspecified)	25	1	7	2
52	CCCCn1c(N)c(N(CC(C)C)C(=O)CSc2nnc(-c3ccc(Cl)cc3)o2)c(=O)[nH]c1=O	-1	6	-13	1
53	CCSc1nc(O)cc(=O)[nH]1	13	-2	-11	3
54	CC(C)[C@H](CN(N=O)[C@@H](Cc1ccccc1)CN(C)N=O)N(CCc1ccccc1)N=O	18	16	-3	1
55	Cc1cccc(NC(=O)c2cccc(NC3=NC4CS(=O)(=O)CC4S3)c2)c1 (stereo unspecified)	13	-1	-2	0
56	Cc1noc(C)c1CS(=O)(=O)c1ccc([N+](=O)[O-])cc1	14	7	-12	0
57	COc1ccc(/C=N/N2CCN(Cc3ccccc3)CC2)cc1	10	-3	-2	4
58	Cc1nc(SCC(=O)N2CC(=O)Nc3ccccc32)nc(C)c1C	12	-3	-9	-3
59	CC(C)(C)c1ccc(C(=O)N2CCN(CCNC(=O)C(=O)NCc3ccccc3)CC2)cc1	0	13	-14	0
60	O=C(CCc1ccccc1)N=C1SC2CS(=O)(=O)CC2N1c1ccc(F)cc1 (stereo unspecified)	15	8	-9	1

no.	SENP7 block	SENP8 block-2	PfGluPho inh	HKDC1 inh
46	0	1	0	-5
47	0	-6	-9	-2
48	-4	-8	64*	-6
49	4	4	0	-9
50	-1	3	-5	-3
51	-4	-3	-6	-6
52	6	11	-20	-12
53	-2	-11	6	-3
54	-7	-4	10	-1
55	3	-4	3	-6
56	-2	-8	-8	6
57	-1	-11	9	-3
58	-4	-2	-2	-11
59	-5	-10	-4	5
60	-3	10	-8	-2
